IMPase Li cell: membrane-permeable IMPase blocker, potentiated with lithium. CHO-M1 cells, IP1 TR-FRET (IP-One), carbachol + lithium. Potency, µM (titrated, usually from 59.4 µM), without a hit: at the highest dose activity, negative = IMPase inhibition, actives largely listed as inhibitors. actives 0.35% (n = 210,000). AID 1457;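 further: IP1 builds up when IMPase is blocked and the TR-FRET signal falls; plate controls were basal vehicle for no effect and high inhibitor control for full effect; nearly all actives have a fitted effect of over 50% in size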
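Lithium-sensitised IP1 accumulation assay; M1-expressing CHO cells treated 30 min at 37C with compound. Competitive antibody detection by time-resolved FRET followed a 10 min room-temperature lysis step.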
HttQ103 aggreg: mutant huntingtin aggregation inhibition | Potency, µM (top dose mostly 46.1 µM), without a hit: at the top dose activity change, negative = inhibition, hits mostly inhibitors | AID 1688 | actives 1.1% (n = 220,000) | PC12 HttQ103-GFP aggregates, Acumen cytometry, 40 h; further: on the % scale 0 is the no-effect control and ±100 the full control effect; nearly all actives have a fitted effect of over 60% in size
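Ecdysone-promoter PC12 model expressing HTT exon 1 Q103 fused to GFP, induced by tebufenozide at 100 nM final. Compounds titrated; aggregates sized 1–25 µm scored on a 488 nm laser cytometer.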
GAA inhib: alpha-glucosidase (human) inhibition | P10253 | purified human GAA, 4-MU-alpha-glucoside fluorescence | AID 1466 | actives 0.005% (n = 200,000) | Potency, µM (doses to about 76.9 µM), without a hit: at the top dose activity change, negative = inhibition, hits mostly inhibitors;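 further: plate controls were uninhibited enzyme wells for no effect and no-enzyme background for full effect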
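Fluorogenic assay: 4 nM human alpha-glucosidase with 400 uM 4-methylumbelliferyl-alpha-D-pyranoside in 50 mM citrate/phosphate, 0.005% Tween-20, pH 5.0, 20 min at room temperature. Compounds tested up to 77 uM; AC50 from Hill fits.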
RGS12 GoLoco inh: RGS12 GoLoco-Gai1 interaction inhibition | P63096 | Gai1:RGS12 GoLoco peptide FP, rhodamine, 10 min | Potency, µM (titrated, usually from 61.6 µM), without a hit: top-dose activity, negative = inhibition, most hits filed as inhibitors | actives 0.44% (n = 230,000) | AID 880; active means well fitted inhibition curve with a large enough effect, not every such curve was filed as active; inactive means no such curve, though single readings can be large or run the other way; further: on the % scale 0 is the no-effect control and ±100 the full control effect; nearly all actives have a fitted effect of over 30% in size; many of its hits are not listed in these tables
Target sequence (P63096 whole entry, looked up): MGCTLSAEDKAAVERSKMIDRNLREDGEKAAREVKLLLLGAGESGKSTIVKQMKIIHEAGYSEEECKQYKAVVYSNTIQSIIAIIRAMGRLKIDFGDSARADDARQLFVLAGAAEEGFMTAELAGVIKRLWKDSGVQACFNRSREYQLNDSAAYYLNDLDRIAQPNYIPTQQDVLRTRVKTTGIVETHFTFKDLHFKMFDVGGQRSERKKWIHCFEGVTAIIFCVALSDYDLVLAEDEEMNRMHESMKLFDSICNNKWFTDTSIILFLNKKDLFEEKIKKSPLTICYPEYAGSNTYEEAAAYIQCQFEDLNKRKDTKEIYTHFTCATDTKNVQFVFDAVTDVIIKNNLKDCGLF
GAA glycogen: inhibitors or activators of human alpha-glucosidase glycogen cleavage; recombinant GAA, glycogen substrate, Amplex Red glucose oxidase fluorescence; AID 2100; P10253; Potency, µM (titrated, usually from 76.4 µM), for inactives: at the top dose activity change, negative = inhibition, hits mostly inhibitors; actives 0.38% (n = 300,000);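 further: 0% = full enzyme reaction and -100% = no-enzyme basal signal; the screen sought inhibitors and activators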
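Recombinant human enzyme (4 nM); glycogen substrate; 37 C, 40 min, pH 5.0. Readout: coupled glucose oxidase/Amplex Red fluorescence.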
aGlu spleen mod: inhibitors or activators of human alpha-glucosidase in spleen homogenate; actives 0.006% (n = 240,000); Potency, µM (doses to about 79.9 µM), for inactives: top-dose activity change, negative = inhibition, most hits filed as inhibitors; AID 2112; P10253; human spleen homogenate, 4-MU-alpha-glucoside fluorescence;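 further: 0% = enzyme with vehicle and -100% = no enzyme basal signal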
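AC50 values come from Hill-equation fits of concentration-response data, normalized to no-enzyme and full-activity controls. Enzyme source: 1 ug human spleen homogenate; 1 mM fluorogenic 4-MU glucoside, pH 5.0 citrate buffer, 37 C, 40 min.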
HTT ATP protect: cytoprotection in Huntington HTT-Q103 PC12 cell model. PC12 HTT-Q103 induced, cytoprotection, ATP luminescence, 40 h. Potency, µM (series often up to 56.4 µM), without a hit: cytoprotection (ATP increase), usual class: activators. actives 0.14% (n = 230,000). AID 1471;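 further: % of control where 0% means no effect; nearly all actives have a fitted effect of over 45% in size; toxic huntingtin expression switched on by the ecdysone agonist tebufenozide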
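Stable PC12 Q103-GFP cells in serum-supplemented, phenol red-free DMEM; induction by tebufenozide at 100 nM final; compound dose series; cell viability quantified luminescently from ATP.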
The depositor's hits bear a star; ? = inconclusive; / = no result given; [ ] = another dose, or the depositor's remark. Unless noted, the call rests on the fitted dose curve; in most records, active means well fitted curve in the direction sought with a large enough effect; inconclusive means small, poorly fitted or top-dose-only effect, or another doubt; inactive means no such curve, though single readings can be large; an effect the other way counts as inactive or inconclusive. Potency means the concentration at half of the fitted maximal effect. A portion of the library. The share of hits here may be higher or lower than overall.

SMILES	IMPase Li cell	HttQ103 aggreg	GAA inhib	RGS12 GoLoco inh	GAA glycogen	aGlu spleen mod	HTT ATP protect
COc1ccccc1N1CCN(C(=O)c2ccc(S(=O)(=O)N3CCCC3)cc2)CC1	22%[38.3 µM]	3%	-5%	0%	-1%	8%	-8%
Cc1ccc(C(=O)NCc2ccc(Cl)cc2)o1	4%[38.3 µM]	-2%	-3%	13%	-13%	-4%	12%
CCc1ccc(OS(=O)(=O)c2cn(C)c(=O)n(C)c2=O)cc1	8%	25%	-5%	-10%	-11%	-4%	/
CCCCC(CCC(=O)Nc1nccs1)C(=O)O (configuration not stated)	10%[38.3 µM]	-6%	-1%	1%	-3%	-1%	-6%
O=c1c(C(c2ccc(Br)cc2)c2c(O)nc3n(c2=O)CCS3)c(O)nc2n1CCS2	/	12%[9.22 µM]	/	-9%	1%	1%	19%[10 µM]
CCC(COC(C)=O)Nc1nc2c([nH]1)c(=O)n(C)c(=O)n2C (configuration not stated)	/	-28%[9.22 µM]	/	5%	?	1%	-6%[10 µM]
O=C(NCCc1ccc(F)cc1)C1CCCCC1	2%	11%[9.22 µM]	-5%	1%	4%	-2%	4%[10 µM]
COc1ccc(NC2c3ccccc3C(=O)N2Cc2ccc3c(c2)OCO3)cc1 (configuration not stated)	/	-7%[9.22 µM]	/	0%	1%	-8%	-17%[10 µM]
COc1ccccc1NC(=O)c1ccc(NC(=O)c2cc3c(s2)CCC3)cc1	16%	?	-8%	11%	-3%	7%	15%[10 µM]
CC(C)N1CC=C2C(C#N)=C(N)C(C#N)(C#N)[C@H](c3ccoc3)[C@H]2C1	13%[38.3 µM]	-6%	?	-42%	?	5%	-5%
O=C(O)CC1(CC(=O)Nc2ccc(Br)cc2)CCCCC1	-10%	13%	2%	-2%	9%	8%	/
CCOC(=O)CSc1ncnc2c1cnn2-c1ccc(C)cc1C	-6%	-4%	-7%	6%	1%	/	-4%
COc1ccc(COC(=O)c2ccc(N3CCCC3=O)cc2)cc1F	6%[38.3 µM]	-6%	2%	3%	4%	5%	-4%
O=C(/C=C/c1ccc2c(c1)OCO2)NCCSCc1c(Cl)cccc1Cl	8%	-6%	0%	-18%	-5%	-3%	-51%[inhibitor][10 µM]
N#CC(C#N)=C1C(=O)N(CCN2CCCCC2)c2ccccc21	/	-17%[9.22 µM]	/	29%	2%	1%	12%[10 µM]
Cc1ccc(-c2cc(-c3nnc(SCC(=O)NCC(C)C)n3N)c3ccccc3n2)cc1	4%[38.3 µM]	?	-1%	5%	-6%	2%	-57%[inhibitor]
O=c1[nH]cnc2scc(-c3ccsc3)c12	?	-13%	7%	6%	1%	7%	11%
COc1ccc(C2c3c(ccc4ccccc34)Oc3ncn4nc(Cc5ccc(OC)c(OC)c5)nc4c32)cc1 (configuration not stated)	2%	3%	5%	2%	-2%	2%	-46%[inhibitor][10 µM]
C=CCn1c(-c2cc3cccc(OC)c3o2)n[nH]c1=S	-11%	12%	5%	6%	-6%	4%	-19%
O=C(NCCc1ccc(Cl)cc1)C1CCN(c2ncccn2)CC1	3%	14%[9.22 µM]	13%	6%	25%	7%	13%[10 µM]
COc1ccc(/C=C2/SC(=O)N(NS(=O)(=O)c3ccccc3)C2=S)cc1OC	47%[activator][38.3 µM]	-1%	-4%	15%	-24%	-8%	-20%
O=C(O)c1ccc(NC(=S)NC(=O)c2ccc(-c3ccccc3)cc2)cc1	0%	-12%	3%	25%	-2%	-6%	-81%[inhibitor]
O=[N+]([O-])c1cccc(-c2nc(-c3cccs3)c(-c3cccs3)[nH]2)c1	12%[38.3 µM]	?	-1%	-4%	9%	-9%	-64%[inhibitor]
CC(C)OCCCN1C(=O)c2ccccc2C1C(=O)NC1CCCCC1 (configuration not stated)	0%[38.3 µM]	-5%	4%	4%	1%	1%	-3%[0.074 µM]
O=[N+]([O-])c1cc(/C=N/Nc2nc3ccccc3[nH]2)c(O)cc1O	24%	-10%	-3%	215%[activator]	?	-3%	-63%[inhibitor][10 µM]
C/C(=N\NC(=O)c1ccccc1)c1ccc(N2CCCCC2)cc1	2%	-7%	-7%	-10%	-12%	3%	/
COc1ccc2c3c([nH]c2c1)[C@H]1C[C@@H]2[C@@H](C[C@@H](O)[C@H](OC)[C@H]2C(=O)O)CN1CC3	3%	/	/	9%[14.2 µM]	/	/	18%[10 µM]
CCC(=O)Nc1cccc(C(=O)/C=C/c2cc(Br)ccc2OC)c1	49%[activator][38.3 µM]	?	?	5%	-8%	-15%	-5%
CC1=C(C(=O)N2CCOCC2)C(c2ccsc2)C2=C(CCCC2=O)N1 (configuration not stated)	13%[38.3 µM]	6%	6%	-2%	-5%	-5%	3%
Cc1cc(C)cc(-n2c(O)c(C=NC3CCS(=O)(=O)C3)c3ccccc3c2=O)c1 (configuration not stated)	-5%[38.3 µM]	-8%	-13%	7%	3%	-3%	-14%
CCOCCCNCC(=O)Nc1ccc(S(=O)(=O)NC(C)CC)cc1 (configuration not stated)	20%	14%	-8%	-12%	3%	-1%	-43%
CC(C)(C)c1ccc(C(=O)Oc2ccc3c(c2)OCC3=O)cc1	8%[38.3 µM]	6%	-5%	-1%	-1%	-13%	8%
COc1cc(/C=C2\CC/C(=C\c3ccc(OCCO)c(OC)c3)C2=O)ccc1OCCO	2%	-10%[9.22 µM]	?	17%	-3%	11%	-7%[10 µM]
Cc1ccc(-c2nnn(CC(=O)N(Cc3cccs3)C(C(=O)NC3CCCC3)c3ccco3)n2)o1 (configuration not stated)	2%[38.3 µM]	24%	-7%	43%[activator]	14%	5%	-26%[10 µM]
COC(=O)c1ccccc1S(=O)(=O)N1Cc2cc([N+](=O)[O-])ccc2Oc2ccccc21	7%[38.3 µM]	9%	-12%	2%	2%	-17%	10%
CC1(C)CC(=O)C2=C(C1)N(Cc1ccco1)C(=O)C2(NC(=O)C1CCCCC1)C(F)(F)F (configuration not stated)	25%[38.3 µM]	5.6µM*	-3%	4%	-3%	-1%	-4%
CC1CCN(S(=O)(=O)c2ccc(-c3nnc(SCc4cccnc4)o3)cc2)CC1	?	18%	-3%	-2%	6%	-5%	-4%[10 µM]
O=C(N/N=C/c1c(Cl)cccc1Cl)C(=O)NC1CC1	-3%	-12%	-3%	-30%	-3%	-1%	-13%
COCC(=O)Nc1ccc(OC)c(Cl)c1	2%	-23%[9.22 µM]	/	6%	-6%	-2%	-17%[10 µM]
Cc1cc(C)c(C#N)c(SCCS(=O)(=O)c2ccc(Cl)cc2)n1	/	6%[9.22 µM]	/	-1%	1%	2%	7%[10 µM]
O=C(Nc1cccc(Cl)c1)OCc1cn(-c2ccc(Cl)cc2)nn1	-4%[38.3 µM]	6%	-12%	-3%	11%	-4%	-26%
COc1cc(S(=O)(=O)N2CCOCC2)ccc1NC(=O)COC(=O)COc1ccccc1	-4%	3%	0%	7%	-1%	-2%	-4%
COc1ccccc1C(=O)NC(CCSC)C(=O)NC1CCCCCC1 (configuration not stated)	3%	18%	-9%	-5%	1%	-22%	-33%[inhibitor]
CCOc1ccc(/C=C/C(=O)Nc2cccc(C(C)=O)c2)cc1	0%	-10%	-4%	-2%	3%	-2%	4%[10 µM]
CC(=O)Nc1ccc(NC(=O)C(C)N2CCN(S(=O)(=O)c3ccc(C)cc3)CC2)cc1 (configuration not stated)	-2%	19%	-12%	3%	2%	0%	-10%
O=c1[nH][nH]c(C(F)(F)F)c1C=NCc1cccs1	0%	-15%	-1%	-1%	3%	/	-2%
O=C(c1sc2ccccc2c1Cl)N1CCN(c2ccccc2F)CC1	7%	-23%	-3%	9%	-9%	-2%	-6%[10 µM]
CC1CN(c2nc3ccccn3c(=O)c2/C=C(\C#N)S(=O)(=O)c2ccccc2)CC(C)O1 (configuration not stated)	22%[38.3 µM]	-15%	-9%	16%	-1%	-11%	-5%[0.074 µM]
Cc1ccc(C(=O)N2CCN=C2SCc2ccc([N+](=O)[O-])cc2)cc1	14%	4%	-7%	4%	-7%	-1%	12%[10 µM]
COc1ccc2c(c1)c1ncn(CCc3ccccc3)c(=O)c1n2C	10%[38.3 µM]	-7%	13%	7%	-6%	8%	-15%
Cc1[nH]c2ccccc2c1C(C[N+](=O)[O-])c1cccc(O)c1 (configuration not stated)	-2%	20%	-9%	5%	5%	0%	/
CC(C)[C@H](NC(=O)c1ccccc1)C(=O)OCC(=O)N1CCN(C(=O)c2ccco2)CC1	5%	-1%	-8%	-1%	-3%	4%	-17%
CC12CCC(C(=O)N(CSC(=S)N/N=C\c3ccccc3O)C1=O)C2(C)C (configuration not stated)	12%	1%	0%	-15%	?	-5%	7%[10 µM]
Cc1ccc(C)c(NC(=S)/C(=C(\[O-])c2ccc(OC(F)F)cc2)[n+]2ccccc2)c1	-2%	-15%	2%	23%	0%	-22%	5%[10 µM]
O=[N+]([O-])c1ccccc1S(=O)(=O)N1CCc2ccccc2C1	-4%	1%[9.22 µM]	12%	1%	-3%	8%	2%[10 µM]
Cc1cnc(NS(=O)(=O)c2ccccc2)c(Br)c1	/	0%[9.22 µM]	/	2%	4%	-12%	21%[10 µM]
Cn1nc([N+](=O)[O-])nc1Sc1nnnn1-c1ccc(C(=O)O)cc1	-19%	0%[9.22 µM]	?	3%	6%	6%	1%[10 µM]
O=C1C(=O)c2ccccc2C(O)=C1C(CCc1ccccc1)C1=C(O)c2ccccc2C(=O)C1=O	22%	/	/	3%[14.2 µM]	/	/	-8%[10 µM]
Cc1cc(NC(C)C)n2c(nc3ccccc32)c1C#N	-6%	12%	?	11%	4%	4%	-23%

2 entries from above, field by field.
CC(=O)Nc1ccc(NC(=O)C(C)N2CCN(S(=O)(=O)c3ccc(C)cc3)CC2)cc1 (configuration not stated)
  IMPase Li cell: -2%; HttQ103 aggreg: 19%; GAA inhib: -12%; RGS12 GoLoco inh: 3%; GAA glycogen: 2%; aGlu spleen mod: 0%; HTT ATP protect: -10%
O=c1[nH][nH]c(C(F)(F)F)c1C=NCc1cccs1
  IMPase Li cell: 0%; HttQ103 aggreg: -15%; GAA inhib: -1%; RGS12 GoLoco inh: -1%; GAA glycogen: 3%; aGlu spleen mod: /; HTT ATP protect: -2%

Another view of some results above:
Each structure is followed by: IMPase Li cell	HttQ103 aggreg	GAA inhib	RGS12 GoLoco inh	GAA glycogen	aGlu spleen mod	HTT ATP protect
> CCOc1ccc(/C=C/C(=O)Nc2cccc(C(C)=O)c2)cc1
→ 0%	-10%	-4%	-2%	3%	-2%	4%[10 µM]
> O=C(c1sc2ccccc2c1Cl)N1CCN(c2ccccc2F)CC1
→ 7%	-23%	-3%	9%	-9%	-2%	-6%[10 µM]
> O=c1[nH][nH]c(C(F)(F)F)c1C=NCc1cccs1
→ 0%	-15%	-1%	-1%	3%	/	-2%
